Source: PubChem BioAssay
FLuc counter: counter-screen for miR-21 project: firefly luciferase inhibitors or activators. purified FLuc, Km substrates, luminescence inhibition. 6.9% of 360,000 active. AID 588342. Potency, µM (doses to about 57.5 µM), for the others: top-dose activity change, negative = inhibition, most hits filed as inhibitors;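 also: potency is read from the fitted curve at half-maximal effect; plate controls were vehicle for no effect and reference inhibitor for full effect; nearly all actives have a fitted effect of over 55% in size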
Target sequence (P08659 whole entry, looked up): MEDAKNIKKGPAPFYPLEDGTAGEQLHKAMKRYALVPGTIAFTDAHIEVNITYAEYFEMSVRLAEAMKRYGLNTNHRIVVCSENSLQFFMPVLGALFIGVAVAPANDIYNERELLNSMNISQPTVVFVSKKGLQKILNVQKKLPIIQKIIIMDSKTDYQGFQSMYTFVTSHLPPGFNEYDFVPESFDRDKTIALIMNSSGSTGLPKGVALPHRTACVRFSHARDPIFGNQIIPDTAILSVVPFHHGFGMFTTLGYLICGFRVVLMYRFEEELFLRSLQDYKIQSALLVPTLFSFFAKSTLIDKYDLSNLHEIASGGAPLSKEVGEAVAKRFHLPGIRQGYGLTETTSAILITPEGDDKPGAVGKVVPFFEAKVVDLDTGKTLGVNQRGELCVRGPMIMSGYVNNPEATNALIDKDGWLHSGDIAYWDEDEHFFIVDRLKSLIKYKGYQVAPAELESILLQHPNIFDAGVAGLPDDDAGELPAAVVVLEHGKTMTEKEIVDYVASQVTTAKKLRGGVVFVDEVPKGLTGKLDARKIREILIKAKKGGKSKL
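Purified P. pyralis luciferase (10nM final) with 10uM D-luciferin and 10uM ATP (Km levels) in 50mM Tris acetate pH 7.5, 10mM Mg acetate, 0.01% Tween-20, 0.05% BSA; qHTS 6-point titration, ~60 µM downward; luminescence read.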
TRPV1 agonist: agonists of human vanilloid receptor 1 (TRPV1) | activation, % at 8.33 µM | Q8NER1 | TRPV1-expressing cells, Fluo-8 calcium influx, agonist mode | 0.19% of 320,000 active; in the data active = activation above about 80%; inconclusive = between about 30% and that limit; also: 0% is about no effect
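TRPV1-expressing cells were cultured overnight at 35.5C and loaded with Fluo-8 calcium dye for 40 to 90 min at room temperature. After a 10 s baseline, compound was added and calcium influx was read kinetically for 3 min (ex 480/em 520 nm).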
NPC1 prom act: activators of NPC1 promoter. Potency, µM (highest dose often 9.22 µM), inactives show at the top dose activation, most hits filed as activators. Huh7 NPC1 promoter luciferase reporter, 24 h. 2.4% of 320,000 active;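 also: potency is read from the fitted curve at half-maximal effect; % of control where 0% means no effect; nearly all actives have a fitted effect of over 60% in size; reporter is driven by a mutant NPC1 promoter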
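Stably transfected Huh7 (NPC1 promoter→luciferase), 1500 cells/well in Opti-MEM + 10% FBS, 2 h settle, then compound 24 h at 37 °C. Luminescence after 10 min with Amplite reagent.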
Rab9 promoter act: activates the Rab9 promoter; Huh7 Rab9 promoter-luciferase reporter, luminescence, 24 h; Potency, µM (doses to about 9.22 µM), without a hit: at the top dose activation, negative = inhibition, most hits filed as activators; 2.8% of 320,000 active; AID 485297; also: potency is read from the fitted curve at half-maximal effect; % of control where 0% means no effect; nearly all actives have a fitted effect of over 60% in size
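Luminescence read-out: Huh7 cells stably expressing Rab9-luciferase, treated 24 h with compound at 37 °C, then lysed with luciferase reagent for 10 min at ambient before reading.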
BRCA1 expr up: BRCA1 expression activation; MCF7-BRCA1-FFLuc reporter, luminescence, 48 h; response scale: scaled: vehicle 0%, 10 µM genistein 100%; Potency, µM (top dose mostly 46.1 µM), for the others: at the highest dose activation, usual class: activators; 1.1% of 380,000 active; AID 624202; also: potency is read from the fitted curve at half-maximal effect; nearly all actives have a fitted effect of over 80% in size; some results filed as inactive show a strong effect at the top dose
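Using MCF7 cells harboring a BRCA1 firefly luciferase reporter, plated 2 h before compound pinning, the screen measured luminescence after 48 h incubation. Responses were normalized to DMSO and 10 microM genistein, then fitted for concentration-effect.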
Numbers without * were called inactive; u = inconclusive; x = no result given; & = joins results of further samples; [ ] = another dose, or the depositor's remark. Unless noted, calls follow the shape of the dose curve; as a rule, active = well fitted curve in the direction sought with a large enough effect; inconclusive = small, poorly fitted or top-dose-only effect, or another doubt; inactive = no such curve, though single readings can be large; an effect the other way counts as inactive or inconclusive. A portion of the library; count on the stated rates, not on these rows.

entry	Molecule	FLuc counter	TRPV1 agonist	NPC1 prom act	Rab9 promoter act	BRCA1 expr up
1	COc1ccc(-n2c(-c3ccco3)nc3c(cnn3-c3ccccc3Cl)c2=O)cc1	-7.7%	x	x	x	9.3%
2	CCCN(CCC)C(=O)Cn1c(=O)n(-c2ccc(C)c(C)c2)c(=O)c2c3c(sc21)CCCCC3	4.2%	x	x	x	0.0%
3	CCOC(=O)N1CCN(C(=O)CN(c2cccc(Cl)c2)S(=O)(=O)c2ccccc2)CC1	-4.2%	x	x	x	-14.0%
4	CCn1cc2nc(SCc3ccccc3Cl)n(CCc3ccccc3)c(=O)c2n1	-10.6%	x	x	x	0.0%
5	Cc1ccc2oc(-c3ccc(Cl)c(NC(=O)c4ccc(-c5ccccc5[N+](=O)[O-])o4)c3)nc2c1	u	x	x	x	10.6%
6	CC(=O)c1ccc(NC(=O)Cn2nc(C(F)(F)F)c3c2CCCC3)cc1	-18.0%	x	x	x	10.6%
7	CC1=C(C(=O)Nc2cccnc2)C(c2cccc(Br)c2)n2nc(SCc3ccccc3)nc2N1 (stereo unspecified)	-0.1%	x	x	x	8.4%
8	CCC(=O)N1CCc2cc(Br)cc(S(=O)(=O)N3CCCC(C(=O)Nc4ccc(OC)cc4OC)C3)c21 (stereo unspecified)	4.2%	x	x	x	-10.2%
9	Cc1ccc(CNC(=O)CN2C(=O)CCc3cc(S(=O)(=O)N4CCCCC4)ccc32)cc1	-10.6%	x	x	x	-19.1%
10	COc1ccc2c(c1)c1c(c(=O)n(CCc3ccccc3)c(=O)n1Cc1ccccc1)n2C	-0.2%	x	x	x	12.2%
11	Cc1ccc(CCNC(=O)c2cc3sccc3n2Cc2ccc(Cl)cc2)cc1	-0.9%	x	x	x	-16.3%
12	CCC(=O)N1CCc2cc(Br)cc(S(=O)(=O)NCc3cccc(OC)c3)c21	0.5%	x	x	x	2.4%
13	CCOc1ccccc1CNC(=O)CN1C(=O)CCc2cc(S(=O)(=O)N3CCCCC3)ccc21	1.0%	x	x	x	-4.6%
14	COc1ccccc1CNC(=O)c1cc(S(=O)(=O)N2CCCCCC2)cn1C	-3.1%	x	x	x	-7.5%
15	Cc1ccccc1-c1noc(-c2ccc(N3CCOCC3)c([N+](=O)[O-])c2)n1	u	x	x	x	33.0%
16	O=C(CSc1nc2c(oc3ccccc32)c(=O)n1-c1ccccc1)Nc1ccccc1F	-9.1%	x	x	x	-28.7%
17	COCCn1c(=N)c(C(=O)NCC2CCCO2)cc2c(=O)n3ccccc3nc21 (stereo unspecified)	-1.5%	x	x	x	-9.5%
18	CCc1ccc(OCC(=O)N(Cc2cccs2)c2ccc(Cl)cc2)cc1	-2.0%	x	x	x	-10.8%
19	CCCC(=O)N1CCN(c2nc3c(OC)ccc(C)c3s2)CC1	-13.8%	x	x	x	0.0%
20	CN(C(=O)c1cc2nc(-c3ccc4c(c3)OCO4)cc(C(F)(F)F)n2n1)c1ccc(OC(F)(F)F)cc1	-1.4%	x	x	x	-0.3%
21	O=C(c1ccco1)n1nc(-c2ccccc2)nc1NCc1ccc(F)cc1	1.1%	x	x	x	9.4%
22	CCCSCCCNC(=O)CN1C(=O)COc2ccc(S(=O)(=O)N3CCCCCC3)cc21	-11.5%	x	x	x	-6.3%
23	CC(=O)Nc1ccc(NC(=O)c2cc(-c3cccs3)on2)cc1	-8.8%	x	x	x	0.0%
24	Cc1ccccc1OCC(=O)OCc1cc(=O)n2ccsc2n1	3.2%	x	x	x	0.0%
25	COc1cc(C2NC(=O)NC(C)=C2C(=O)Nc2cc(C)cc(C)c2)ccc1O (stereo unspecified)	-2.0%	x	x	x	-0.3%
26	Cc1ccc(SCCNC(=O)CN(c2ccccc2)S(=O)(=O)N(C)C)cc1	-1.9%	x	x	x	-24.6%
27	Cc1ccc(C)c(N2CCN(C(=O)CCS(=O)(=O)c3ccc4c(c3)CC(=O)N4C)CC2)c1	-7.2%	x	x	x	24.0%
28	CCOc1ccc(CCNc2ncnc3onc(-c4ccc(Cl)cc4)c23)cc1OCC	-0.4%	x	x	x	-0.8%
29	CCN(CC)c1cc(C)c2cc(NC(=O)c3ccccc3Cl)ccc2n1	-19.6%	x	x	x	-10.3%
30	Cc1ccc(NC(=O)Cn2c(=O)n(Cc3ccco3)c(=O)c3sc4ccccc4c32)cc1C	-0.2%	x	x	x	-24.1%
31	CC(=O)Nc1ccc(-c2nnc(SCC(=O)c3ccc([N+](=O)[O-])cc3)o2)cc1	6.4%	x	x	x	0.1%
32	Cc1noc(C)c1S(=O)(=O)N(CC(=O)NCc1ccccc1Cl)c1ccc(C(C)C)cc1	3.2%	x	x	x	-8.4%
33	CCc1ccc(NC(=O)Cn2c(=O)n(CCCCC(=O)NCCc3ccccc3)c(=O)c3ccccc32)cc1	2.5%	x	x	x	7.1%
34	Cc1ccccc1-c1nc(CS(=O)(=O)CC(=O)NCCCc2ccccc2)c(C)o1	-18.1%	x	x	x	-18.5%
35	CC1CCN(S(=O)(=O)c2cc(C(=O)NCCc3ccccc3)n(C)c2)CC1	2.4%	x	x	x	14.4%
36	CCOCCn1ccc2c(OCC(=O)Nc3ccc(OC(F)(F)F)cc3)cccc2c1=O	5.1%	x	x	x	-8.0%
37	CCCCNc1ccc(-c2nc(-c3ccncc3)no2)cc1[N+](=O)[O-]	u	x	x	x	8.1%
38	COc1cc(NC(=O)c2nc3ccccc3nc2C)cc(OC)c1OC	-14.0%	x	x	x	-52.9%
39	Cc1ccc(C(=O)c2cn(Cc3c(F)cccc3Cl)c3nc(C)ccc3c2=O)cc1	-11.9%	x	x	x	12.9%
40	CC1=C(C(=O)Nc2cccc(Cl)c2C)C2(CCCCCC2)OC1=O	3.3%	x	x	x	10.5%
41	COc1ccccc1C(=O)Nc1ccccc1OCc1cc(=O)n2c(C)csc2n1	-17.2%	x	x	x	-2.5%
42	O=C(C1CCC1)N1CCc2cc(S(=O)(=O)NCCc3ccccc3)ccc21	-8.4%	x	x	x	-2.4%
43	COc1ccc(-n2c(=O)c3c(c4cc(OC)ccc4n3C)n(Cc3cccc(OC)c3)c2=O)cc1	0.9%	x	x	x	-3.3%
44	Cc1ccc(C(=O)Nc2cccc3cccnc23)cc1Cl	10.7µM*	x	x	x	0.0%
45	COc1ccc(NC(=O)C2CCCN2S(=O)(=O)c2ccc3c(c2)CCCC(=O)N3)cc1Cl (stereo unspecified)	-0.6%	x	x	x	-24.3%
46	CCOC(=O)Cn1c(=O)n(CC2CCCO2)c2nc(-c3ccc(C(C)C)cc3)nc(C(N)=O)c21 (stereo unspecified)	-3.1%	x	x	x	3.6%
47	COc1cccc(C2CC(=O)Nc3c2c(=O)n(C)c2nc4ccccc4n32)c1 (stereo unspecified)	u	x	x	x	16.7%
48	CCOc1ccc(S(=O)(=O)N(CC(=O)Nc2ccc3c(c2)OCO3)c2ccccc2)cc1	-0.9%	x	x	x	11.4%
49	CCc1cccc(C)c1NC(=O)CCCN1C(=O)C(c2ccccc2)Oc2cccnc21 (stereo unspecified)	1.2%	x	x	x	2.4%
50	Cc1ccc(NC(=O)C2CCN(c3nnc(C)c4c(C)n(-c5ccccc5)nc34)CC2)cc1Cl	-2.7%	x	x	x	0.0%
51	CC1=C(C(=O)OC2CCCCCC2)C(c2ccc(Cl)cc2)CC(=O)N1 (stereo unspecified)	-2.8%	x	x	x	-1.4%
52	CCc1nnc(NC(=O)c2nc(SCc3ccccc3C)ncc2Cl)s1	u	x	x	x	-7.1%
53	COc1ccccc1CNc1ccc(-c2nc(C)no2)cc1[N+](=O)[O-]	13.5µM*	x	x	x	-18.1%
54	CCOc1ccccc1NC(=O)Cn1cnc2onc(-c3ccc(F)cc3)c2c1=O	2.8%	x	x	x	-9.4%
55	O=C1N(Cc2ccccc2)c2ccccc2C1(O)c1c[nH]c2ccccc12 (stereo unspecified)	-2.3%	x	x	x	-18.1%
56	CC(C)c1ccc(N2C(=O)N(Cc3ccccc3Cl)c3ccccc3S2(=O)=O)cc1	5.0%	x	x	x	0.0%
57	COc1ccc(-c2noc(-c3ccc(N4CCC(C)CC4)c([N+](=O)[O-])c3)n2)cc1OC	u	x	x	x	4.8%
58	COc1cc2c(cc1OC)C(COc1ccc(F)cc1)N(C(=O)c1ccc(S(=O)(=O)N3CCCC3)cc1)CC2 (stereo unspecified)	0.8%	x	x	x	6.8%
59	Cc1ccc(-c2noc(-c3ccc(N4CCC(C)CC4)c([N+](=O)[O-])c3)n2)cc1	u	x	x	x	0.0%
60	CCOc1ccc(C(=O)NCCn2cc(SCC(=O)Nc3ccc4c(c3)OCCO4)c3ccccc32)cc1	u	x	x	x	7.9%

Four entries from above, set out differently.
Order of results: FLuc counter | TRPV1 agonist | NPC1 prom act | Rab9 promoter act | BRCA1 expr up
(50) Cc1ccc(NC(=O)C2CCN(c3nnc(C)c4c(C)n(-c5ccccc5)nc34)CC2)cc1Cl
 : -2.7% | x | x | x | 0.0%
(36) CCOCCn1ccc2c(OCC(=O)Nc3ccc(OC(F)(F)F)cc3)cccc2c1=O
 : 5.1% | x | x | x | -8.0%
(34) Cc1ccccc1-c1nc(CS(=O)(=O)CC(=O)NCCCc2ccccc2)c(C)o1
 : -18.1% | x | x | x | -18.5%
(38) COc1cc(NC(=O)c2nc3ccccc3nc2C)cc(OC)c1OC
 : -14.0% | x | x | x | -52.9%

(list continues)
entry	Molecule	FLuc counter	TRPV1 agonist	NPC1 prom act	Rab9 promoter act	BRCA1 expr up
61	Cc1ccc(Cc2nc3ccccc3nc2SCC(=O)N2CCc3ccccc32)cc1	0.9%	x	x	x	1.5%
62	Clc1ccccc1Cc1cn2cc(-c3ccccc3)nc2s1	0.169µM*	x	x	x	113.8%
63	CCOc1ccc(C(=O)NCCS(=O)(=O)N2CCN(c3cccc(Cl)c3)CC2)cc1	-2.5%	x	x	x	15.5%
64	COc1cccc(-c2cc(C(F)(F)F)n3nc(C)c(-c4ccccc4)c3n2)c1	-1.2%	x	x	x	13.1%
65	COc1ccc(S(=O)(=O)c2c(O)c(C)cc(NS(=O)(=O)c3ccc(Cl)cc3)c2C(C)C)cc1	u	x	x	x	-39.9%
66	CCN(c1nc(N)c(C(=O)N=C(N)N)nc1Cl)C(C)C	x	x	-9.6%[46.1 µM]	-18.1%[46.1 µM]	-48.2%
67	C#CCn1c(=O)c2c(ncn2C)n(C)c1=O	x	x	-1.1%[46.1 µM]	3.9%[46.1 µM]	-3.5%
68	COc1cc2nc(N3CCCN(C)CC3)nc(NC3CCN(Cc4ccccc4)CC3)c2cc1OC	x	x	-35.4%[inhibitor][46.1 µM]	-40.4%[inhibitor][46.1 µM]	-69.7%&-50.4%
69	Brc1ccc([C@H]2CN3CCSC3=N2)cc1	x	x	12.8%[46.1 µM]	4.3%[46.1 µM]	4.4%
70	CC(=O)O[C@H]1C[C@@H]2CC[C@@H]3[C@H](CC[C@@]4(C)[C@H]3C[C@H]([N+]3(C)CCCCC3)[C@@H]4OC(C)=O)[C@@]2(C)C[C@@H]1[N+]1(C)CCCCC1	x	x	1.3%[46.1 µM]	-5.6%[46.1 µM]	-0.3%
71	C[C@]12C=CC(=O)C=C1CC[C@@H]1C2=CC[C@]2(C)[C@@H](C(=O)CN3CCN(c4cc(N5CCCC5)nc(N5CCCC5)n4)CC3)CC[C@@H]12	x	x	-15.4%[46.1 µM]	-14.2%[46.1 µM]	0.0%
72	COc1cc(C(c2c(C)[nH][nH]c2=O)c2c(C)[nH][nH]c2=O)ccc1OC(=O)c1ccccc1OC	u	4.6	x	x	0.0%
73	Cc1cc(NC(=O)C2CCCN(S(=O)(=O)c3cccc4nonc34)C2)ccc1Br (stereo unspecified)	0.8%	1.9	x	x	13.2%
